High-throughput results as filed in PubChem.
GPR55 beta-arrestin – GPR55 agonists via beta-arrestin recruitment, primary screen, imaging, U2OS cells, beta-arrestin-GFP redistribution (AID 1961); actives 0.048% (n = 290,000); one-dose activation, % at 10 µM; EC50 in µM for titrated hits; U2OS GPR55 beta-arrestin-GFP redistribution imaging; higher % means a stronger effect;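 active means activation above 40% with more than 50 cells counted in the well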;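 further: U2OS osteosarcoma cells stably expressing GPR55 and beta-arrestin-GFP; plate controls were DMSO negative control for no effect and LPI positive control for full effect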
Dynein cargo inh – inhibitors of GR-EGFP nuclear translocation, primary screen, dynein cargo transport inhibitor project, imaging, high-content, 3617.4 mouse cells | actives 0.47% (n = 220,000) | test concentration mostly 20 µM; stimulated with dexamethasone, 1 µM; hits give low values | z-score, hits read low;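 active means plate z-score of nuclear minus cytoplasmic receptor signal below a set negative limit, without overly bright fluorescence or cell loss, cut at about -3.5 in these data, passing the limit was not always enough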;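 further: z-score of nuclear minus cytoplasmic ring GR-EGFP intensity difference per well; some compounds called inactive have numbers as strong as hits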
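Also added: dexamethasone, 1.0 µM final. Medium: tet-free, stripped-serum medium. Detection: fixed, Hoechst-stained cells imaged at 10x for EGFP. Read-out: nuclear-to-cytoplasmic GR-EGFP distribution per well. Times: induction 48 h, compound 1 h, agonist 30 min.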
KOR beta-arrestin-1 – KOR agonists, beta-arrestin recruitment, primary screen, cell-based, luminescence, uHTS (AID 1777). one-dose activation, % at 10 µM; EC50 in µM for titrated hits. Kappa-type opioid receptor (Homo sapiens). actives 0.02% (n = 280,000). KOR beta-arrestin recruitment, luminescence; higher % means a stronger effect; in the data active means activation above about 50%, passing the limit was not always enough; further: a part of the inactive calls stands beside numbers as strong as those of hits
HEK293 NOD2/NF-kB – NOD2 signaling inhibitors, cell-based, luminescence, uHTS, HEK293 (AID 1566). HEK293 NOD2/NF-kB luciferase reporter, luminescence; higher % means a stronger effect. actives 0.63% (n = 290,000). inhibition, % at 4 µM, or EC50 in µM where a hit was titrated; further: many of its hits are not listed in these tables
M17LAP inhibition – P. falciparum M17LAP inhibitors, primary screen, biochemical, fluorogenic H-Leu-NHMec substrate, 1536-well (AID 1619); Leucine aminopeptidase (Plasmodium falciparum (isolate 3D7)); actives 0.38% (n = 220,000); recombinant M17LAP, H-Leu-NHMec fluorogenic kinetic assay; higher % means a stronger effect; inhibition, % at 30 µM; hits with a dose series show IC50 in µM;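 active means compound inhibiting the enzyme by more than half at any dose during confirmatory dose-response retesting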;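 further: plate controls were full reaction with DMSO carrier for no effect and no enzyme background for full effect; strong numbers were not always called active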
KOR beta-arrestin-2 – KOR antagonists, beta-arrestin recruitment, cell-based, luminescence, uHTS (AID 1778) | one-dose inhibition, % at 10 µM; IC50 in µM for titrated hits | Kappa-type opioid receptor (Homo sapiens) | actives 0.091% (n = 290,000) | KOR beta-arrestin recruitment, luminescence, antagonist mode; higher % means a stronger effect; further: strong numbers were not always called active
NOD1 NF-kB reporter – NOD1 signaling inhibitors, primary screen, cell-based, luminescence, uHTS (AID 1578). actives 1% (n = 290,000). NOD1-driven NF-kB luciferase reporter cells, luminescence; higher % means a stronger effect. one-dose inhibition, % at 4 µM; EC50 in µM for titrated hits; in the data active means inhibition mostly above about 36%, no sharp cut-off; inactive means mostly below about 34%;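 further: HEK-293T reporter cells stimulated with the NOD1 agonist gamma-tri-DAP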
M1AAP inhibition – P. falciparum M1AAP inhibitors, biochemical, fluorogenic H-Leu-NHMec substrate, 1536-well (AID 1445) | recombinant M1AAP, H-Leu-NHMec fluorogenic kinetic assay; higher % means a stronger effect | one-dose inhibition, % at 30 µM; IC50 in µM for titrated hits | actives 0.42% (n = 220,000);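 active means primary inhibition above the hit cutoff, then over 50% inhibition at one or more dose response concentrations, cut at about 23% in these data, passing the limit was not always enough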;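 further: plate controls were DMSO full reaction for no effect and no enzyme background for full effect; strong numbers were not always called active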
AID2073 – inhibitors of Mint1-CaV2.2 protein interaction, biochemical, HTRF (AID 2073). HTRF protein-protein interaction, Mint1-CaV2.2; higher % means a stronger effect. inhibition, % at 20 µM, or IC50 in µM where a hit was titrated. actives 0.19% (n = 290,000); in the data active means inhibition mostly above about 51%, no sharp cut-off; further: some results filed as inactive read as strong as hits
Dynein cargo inh cytoplasmic EGFP – further read-out of Dynein cargo inh, marked with its call; z-score; measured here: cytoplasmic GR-EGFP intensity; hits give high values
Dynein cargo inh nuclear GR-EGFP – also measured in Dynein cargo inh; calls as there; z-score; measured here: nuclear GR-EGFP intensity;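 lower value marks the stronger effect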
Dynein cargo inh cell count – further read-out of Dynein cargo inh, marked with its call; z-score; measured here: cell count per field
* = called active by the depositor; . = no result given; [ ] = dose if it differs, or a comment. Unless noted, no stated cut-off is given here; in the data, active means inhibition above about 50%; inactive means the rest. Only part of the results is shown; the hit share may differ from the screen's.

SMILES	GPR55 beta-arrestin	Dynein cargo inh	Dynein cargo inh cytoplasmic EGFP	Dynein cargo inh nuclear GR-EGFP	Dynein cargo inh cell count	KOR beta-arrestin-1	HEK293 NOD2/NF-kB	M17LAP inhibition	KOR beta-arrestin-2	NOD1 NF-kB reporter	M1AAP inhibition	AID2073
C=C(C)COc1ccc(-c2nc(N)nc(C(F)(F)F)c2-c2ccc(OC)cc2)c(O)c1	-0.1%	.	.	.	.	-1.8%	1%	.	-22%	-6%	.	9%
Cc1ccc(COc2ccc(/C=N/NC(=O)CN3CCCCC3)cc2)cc1	-0.2%	0.15	-0.38	0.081	0.66	-1.3%	-26%	-1%	-17%	-30%	-2%	6%
Cc1nnc(NC(=O)CSc2nnnn2Cc2ccccc2)s1	-0.1%	-0.011	-0.22	-0.022	0.052	-0.9%	-19%	9%	2%	-32%	6%	2%
CCOc1ccc(CCNC(=O)C2CCCN(S(C)(=O)=O)C2)cc1OCC (centres undefined)	-0.1%	.	.	.	.	-4.5%	9%	.	-2%	-6%	.	8%
COc1ccc(N2C(=O)CN=C2Nc2cccc(C)c2C)cc1OC	0.8%	-0.42	-0.21	-0.0067	0.57	-8.0%	-5%	13%	7%	-14%	-3%	4%
Cc1cccc(N2CCN(S(=O)(=O)c3ccc(-c4cc(C)no4)s3)CC2C)c1 (centres undefined)	-0.1%	.	.	.	.	0.0%	-15%	.	-90%	-10%	.	23%
Oc1ccc(-n2cnnn2)cc1	-0.1%	0.43	-0.12	0.07	0.27	-0.6%	18%	0%	12%	4%	3%	-7%
Cc1ccc(C(=O)Nc2ccc(NC(=O)c3ccc(C)o3)cc2)o1	0.3%	.	.	.	.	-2.3%	17%	.	16%	-12%	.	2%
CCOC(=O)c1nc(-c2ccccc2)sc1C(C)=O	-0.2%	0.055	-0.05	-0.16	-0.033	-0.5%	9%	-4%	18%	-4%	-1%	2%
CCN(CC(=O)NC1CCS(=O)(=O)C1)C(=O)C(c1ccccc1)c1ccccc1 (centres undefined)	-0.1%	-0.038	-0.13	0.5	-1.7	-4.1%	1%	13%	35%	-13%	1%	1%
Nc1cc2c(cc1[N+](=O)[O-])OCO2	-0.3%	-0.74	-0.24	-0.26	0.64	-1.1%	13%	5%	10%	-22%	7%	27%
Cc1c(Cl)cccc1NC(=S)NCc1ccc(F)cc1	-0.1%	.	.	.	.	-5.0%	9%	.	8%	-34%	.	-4%
COc1ccc(C)cc1NC(=O)CCCN1C(=O)C2CC=CCC2C1=O (centres undefined)	-0.1%	.	.	.	.	0.0%	21%	.	4%	-6%	.	0%
CC(C)n1ncc(C(N)=O)c1N	-0.1%	-0.36	-0.19	0.15	0.065	1.0%	2%	8%	-12%	-26%	-1%	11%
N#Cc1c(N)nc2c(c1-c1cccs1)CCCC2	0.1%	-0.28	-0.22	-0.14	-0.041	5.8%	23%	3%	-29%	12%	9%	10%
N/C(=N\S(=O)(=O)c1cccs1)c1ccccc1Cl	-0.2%	.	.	.	.	5.3%	-9%	.	-8%	-9%	.	10%
CC1CCc2nc(NC(=O)c3ccc(S(=O)(=O)N4CCCc5ccccc54)cc3)sc2C1 (centres undefined)	-0.3%	-0.26	-0.17	-0.24	0.63	3.8%	25%	4%	-16%	27%	0%	11%
OCCn1c(CSc2nnc(-c3ccco3)n2-c2ccccc2)nc2ccc(Cl)cc21	0.2%	0.49	-0.2	0.62	0.29	6.8%	-8%	2%	-11%	.	7%	-11%
CCOC(=O)c1cc2c(ccn2C)n1Cc1cc(C)ccc1C	0.2%	-0.81	-0.25	-1.1	1.6	0.4%	5%	5%	20%	18%	6%	21%
O=C(CN1CCOCC1)N/N=C/c1ccco1	0.2%	0.099	-0.31	0.41	0.17	-2.8%	16%	8%	-34%	-25%	-1%	-4%
Cc1c(C(=O)NCCc2ccccc2)oc2ccc(S(=O)(=O)N3CCOCC3)cc12	-0.2%	-0.97	-0.054	-0.24	-0.013	2.0%	10%	-1%	8%	-11%	10%	-9%
Cc1ccc(-c2nnc(OCC3CCCO3)c3ccccc23)cc1 (centres undefined)	-0.1%	2.5	-0.018	2.1	-2.3	-0.3%	12%	0%	-3%	-28%	-3%	0%
N#CC(c1ccc(=O)[nH]n1)c1ccc(Cl)cc1Cl (centres undefined)	-0.1%	-0.47	-0.16	-0.062	0.22	3.5%	9%	0%	-72%[20 µM]	-14%	3%	4%
Cc1ccc(C(=O)NNC(=O)c2cccc(C)c2)cc1	0.0%	-0.92	-0.29	-0.39	0.24	.	-24%	-8%	-1%[20 µM]	-30%	-1%	-11%
Cc1cc2n(n1)C(c1ccc(N(C)C)cc1)Nc1ccccc1-2 (centres undefined)	-0.1%	-0.73	-0.3	-0.3	0.23	0.7%	-5%	-8%	-8%	-20%	10%	15%
CC(/C=N/N1CCN(c2ccccn2)CC1)=C\c1ccccc1	-0.2%	0.74	0.003	0.7	-1.1	-1.0%	-45%	-1%	26%	-40%	4%	-5%
COc1ccc(Cn2c(=O)[nH]c3cc(C(=O)N4CCN(c5ccccc5F)CC4)ccc3c2=O)cc1	0.0%	.	.	.	.	-2.3%	24%	.	2%	16%	.	24%
Cc1oc(-c2ccc(Cl)cc2)cc1C(=O)/C(C#N)=C/Nc1cccc(OC(F)(F)F)c1	0.0%	0.19	-0.14	0.11	0.093	3.7%	-2%	1%	17%	-2%	7%	10%
Cc1nc(N2CCOCC2)c2c(C)c(C(=O)Nc3ccccc3C(F)(F)F)sc2n1	0.4%	-0.011	-0.31	0.04	0.28	2.6%	25%	4%	-22%	-25%	9%	2%
Cc1cc(C(=O)Nc2cccc(C)c2C)c2ccccc2n1	-0.2%	.	.	.	.	1.5%	-1%	.	-37%[20 µM]	21%	.	8%

A different layout for some results above.
Molecule | GPR55 beta-arrestin | Dynein cargo inh | Dynein cargo inh cytoplasmic EGFP | Dynein cargo inh nuclear GR-EGFP | Dynein cargo inh cell count | KOR beta-arrestin-1 | HEK293 NOD2/NF-kB | M17LAP inhibition | KOR beta-arrestin-2 | NOD1 NF-kB reporter | M1AAP inhibition | AID2073
Cc1nnc(NC(=O)CSc2nnnn2Cc2ccccc2)s1 | -0.1% | -0.011 | -0.22 | -0.022 | 0.052 | -0.9% | -19% | 9% | 2% | -32% | 6% | 2%
CCOc1ccc(CCNC(=O)C2CCCN(S(C)(=O)=O)C2)cc1OCC (centres undefined) | -0.1% | . | . | . | . | -4.5% | 9% | . | -2% | -6% | . | 8%
COc1ccc(N2C(=O)CN=C2Nc2cccc(C)c2C)cc1OC | 0.8% | -0.42 | -0.21 | -0.0067 | 0.57 | -8.0% | -5% | 13% | 7% | -14% | -3% | 4%

The results go on:
SMILES	GPR55 beta-arrestin	Dynein cargo inh	Dynein cargo inh cytoplasmic EGFP	Dynein cargo inh nuclear GR-EGFP	Dynein cargo inh cell count	KOR beta-arrestin-1	HEK293 NOD2/NF-kB	M17LAP inhibition	KOR beta-arrestin-2	NOD1 NF-kB reporter	M1AAP inhibition	AID2073
O=C(CSc1ccc(-c2ccccn2)nn1)NC1CCCC1	-0.2%	1.1	-0.0005	0.88	-0.95	-1.9%	-12%	-9%	5%	-22%	0%	10%
O=C(CCC(=O)N1CCOCC1)Nc1nnc(C2CCCCC2)s1	-0.1%	-0.91	-0.32	-0.35	0.76	5.7%	-4%	7%	41%	17%	-10%	34%
Cc1csc(N2CCN(c3cc4nc(-c5ccncc5)[nH]c4cc3Cl)CC2)n1	-0.2%	.	.	.	.	-4.0%	8%	.	-22%[20 µM]	-22%	.	20%
CC(Sc1nnc(CC(=O)Nc2ccccc2F)n1C)C(=O)Nc1nccs1 (centres undefined)	0.3%	.	.	.	.	-4.2%	11%	.	-14%	-32%	.	4%
CCCCNc1ncnc2c1nnn2Cc1ccccc1Cl	0.0%	.	.	.	.	-0.5%	0%	.	-55%[20 µM]	-18%	.	-4%
Cc1ccc(S(=O)(=O)N2CCCNCC2)cc1	0.2%	.	.	.	.	-4.1%	-6%	.	2%	-11%	.	-5%
O=C(Nc1ccccc1-c1ccccc1)c1ccc(Br)o1	-0.1%	0.7	-0.44	0.19	-0.34	-2.3%	5%	13%	-2%	9%	6%	1%
Cc1ccc(C(=O)NC(C)c2ccc(-n3ccnc3)cc2)cc1 (centres undefined)	-0.2%	.	.	.	.	1.3%	14%	.	0%	-18%	.	1%
CC(C)(C)OC(=O)C(Cl)(C(=O)OC(C)(C)C)c1ccc2nnnn2n1	-0.5%	-0.56	-0.088	-0.29	0.36	6.0%	-46%	-2%	-43%	-42%	-4%	-8%
O=C(COC(=O)c1n[nH]c(=O)c2ccccc12)c1ccc(Br)cc1	0.3%	-0.16	-0.14	-0.12	0.34	-0.1%	-1%	-7%	0%	-35%	-2%	7%
C=CCNc1nc(-c2ccc3c(c2)OCCO3)cs1	-0.1%	.	.	.	.	4.1%	-152%	.	-9%	-58%	.	-11%
COc1ccc(S(=O)(=O)Nc2cccnc2)cc1OC	-0.1%	.	.	.	.	-3.8%	9%	.	23%	-11%	.	0%
Cc1csc(NC(=O)CSc2nccn2C)n1	-0.1%	.	.	.	.	-0.3%	3%	.	5%	-36%	.	6%
CCCNC(=O)N1CCC(c2nc3ccccc3s2)CC1	0.2%	.	.	.	.	-0.4%	7%	.	0%	-2%	.	20%
COc1ccc(CCNC(=O)C2CCN(S(C)(=O)=O)CC2)cc1	0.3%	-0.47	-0.0013	-0.081	0.11	1.9%	-7%	-6%	-25%	1%	2%	-4%
COCCNC(=S)N/N=C/c1ccccc1C(=O)O	0.0%	-0.46	-0.11	0.063	0.13	-4.9%	2%	10%	-6%	-17%	-4%	24%
Cc1c(C)c2ccc(OCC(=O)N3CCN(c4cccc(Cl)c4)CC3)cc2oc1=O	-0.2%	.	.	.	.	-0.8%	22%	.	-13%	-24%	.	3%
